# ELG1 genotox = inducers of genotoxicity in HEK293T ELG1-luciferase cells. Potency, µM (top dose mostly 46 µM), for inactives: at the top dose activity change, positive = activation, most hits filed as activators. 1.3% of 330,000 active. HEK293T ELG1-luciferase reporter, luminescence, 16 h. AID 504466; note: potency is the fitted concentration of half-maximal effect; % of control where 0% means no effect; nearly all actives have a fitted effect of over 60% in size
#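 Quantitative HTS format in 1536-well plates. HEK293T ELG1-luciferase reporter cells receive test compound and are incubated 16 hr at 37 °C, 5% CO2; ONE-Glo added, 30 min room temperature, then luminescence read.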
# BRCA1 expr up = activators of BRCA1 expression; MCF7-BRCA1-FFLuc reporter, luminescence, 48 h; response scale: scaled: vehicle 0%, 10 µM genistein 100%; Potency, µM (doses to about 46.1 µM), for the others: top-dose activation, actives largely listed as activators; 1.1% of 380,000 active; AID 624202; note: potency is the fitted concentration of half-maximal effect; nearly all actives have a fitted effect of over 80% in size; some results filed as inactive show a strong effect at the top dose
#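 First, MCF7-BRCA1-FFLuc cells (2000/well) attach for 2 h; next, compounds are pin-added and incubated 48 h at 37 °C; finally, luciferase reagent is added and luminescence read after 15 min.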
# p53 reactivator = restores transcriptional activity of mutant p53; 0.063% of 320,000 active; H1299 p53-A138V BP100-luciferase reporter, luminescence, 24 h; Potency, µM (series often up to 92.2 µM), without a hit: top-dose activity change, positive = activation, most hits filed as activators; AID 504706; note: potency is the fitted concentration of half-maximal effect; % of control where 0% means no effect; nearly all actives have a fitted effect of over 45% in size
#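 p53-null H1299 cells stably carrying temperature-sensitive p53-A138V and a BP100-luciferase reporter were pinned with compounds (4-point, 1:5 series) and held 24 hrs at 37 deg C. Luminescence was read 10 min after detection reagent.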
# RORgamma inh = inhibitors of mouse ROR gamma transcriptional activity; P51450; Drosophila S2 Gal4-RORgamma UAS-luciferase reporter, 20 h; Potency, µM (doses to about 53.6 µM), without a hit: at the top dose activity change, negative = inhibition, actives largely listed as inhibitors; 5.4% of 310,000 active; AID 2551; note: potency is the fitted concentration of half-maximal effect; % is set by controls: 0 for no effect and ±100 for the full control effect; nearly all actives have a fitted effect of over 60% in size
# Target sequence (P51450 whole entry, looked up, the tested form may be a part): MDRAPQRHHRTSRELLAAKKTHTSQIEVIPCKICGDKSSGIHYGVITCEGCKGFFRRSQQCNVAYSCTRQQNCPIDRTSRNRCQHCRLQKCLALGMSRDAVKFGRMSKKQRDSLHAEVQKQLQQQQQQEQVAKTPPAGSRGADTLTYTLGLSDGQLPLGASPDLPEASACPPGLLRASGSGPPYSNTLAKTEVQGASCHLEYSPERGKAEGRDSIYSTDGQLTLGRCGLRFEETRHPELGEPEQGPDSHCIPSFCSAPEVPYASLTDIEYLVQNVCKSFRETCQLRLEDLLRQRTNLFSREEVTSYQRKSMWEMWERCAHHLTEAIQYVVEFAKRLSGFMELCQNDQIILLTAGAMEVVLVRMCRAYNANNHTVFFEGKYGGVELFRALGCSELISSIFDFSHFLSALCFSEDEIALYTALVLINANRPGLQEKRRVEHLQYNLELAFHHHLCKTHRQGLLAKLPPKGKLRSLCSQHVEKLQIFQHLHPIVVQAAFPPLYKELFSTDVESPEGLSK
#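 Drosophila Schneider cells stably carrying a metallothionein-driven Gal4 DBD–ROR gamma fusion and a UAS-Photinus luciferase reporter were exposed to compound for 1 hr, then induced with copper sulfate (700 uM final) for 20 hr at ambient temperature before luminescence reading.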
# TRPV1 ag = agonists of human vanilloid receptor 1 (TRPV1); Q8NER1; TRPV1-expressing cells, Fluo-8 calcium influx, agonist mode; activation, % at 8.33 µM; 0.19% of 320,000 active; AID 540275; in the data active = activation above about 80%; inconclusive = between about 30% and that limit; note: 0% is about no effect
#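 Fluo-8 calcium influx in TRPV1-expressing cells, kinetic read (ex 480/em 520 nm). Compound added and read 3 min for agonist activity, followed by capsaicin at EC20 final and 2 min further read for enhancement.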
# ELG1 repair inh = blocks ELG1-dependent DNA repair in HEK293T cells; HEK293T ELG1-luciferase reporter, luminescence, 16 h; DNA damage induced by 5-fluorouridine; Potency, µM (top dose mostly 46.1 µM), for inactives: at the highest dose activity change, negative = inhibition, hits mostly inhibitors; 2.3% of 330,000 active; AID 504467; note: potency is the fitted concentration of half-maximal effect; % is set by controls: 0 for no effect and ±100 for the full control effect; nearly all actives have a fitted effect of over 55% in size
#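 Luminescence from the luciferase reporter, measured 30 min after ONE-Glo reagent at room temperature, was the read-out. Beforehand, 2,000 cells per well were exposed for 16 hr at 37 °C to 5-fluorouridine together with compound or vehicle.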
# Gal4-VP16 FLuc = inhibits Gal4-VP16 luciferase reporter, ROR gamma counter-screen | Drosophila S2 Gal4-VP16 UAS-luciferase, luminescence, 20 h | Potency, µM (doses to about 53.6 µM), for inactives: top-dose activity, negative = inhibition, usual class: inhibitors | 3.5% of 310,000 active;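 note: Gal4-VP16 expression switched on by copper sulfate through the metallothionein promoter; potency is the fitted concentration of half-maximal effect; % is set by controls: 0 for no effect and ±100 for the full control effect; nearly all actives have a fitted effect of over 50% in size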
# Tb PFK inh = inhibitors of T. brucei phosphofructokinase; Potency, µM (top dose mostly 57.5 µM), for inactives: at the highest dose activity, negative = inhibition, actives largely listed as inhibitors; O15648; 0.17% of 330,000 active; T. brucei PFK, ADP-Glo luminescence;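 note: potency is the fitted concentration of half-maximal effect; 0% = uninhibited 1x PFK enzyme wells and -100% = no-enzyme wells; nearly all actives have a fitted effect of over 60% in size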
#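 PFK 1.25 nM, F6P 0.5 mM, ATP 0.1 mM, 0.1 M TEA pH 8.0, 5 mM MgCl2, 0.01% Tween20, 0.1% BSA; 45 min RT. ADP-Glo readout. qHTS titration up to 57 uM; curves fitted, compounds curve-classed.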
# NPC1 prom act = activates the NPC1 promoter | Huh7 NPC1 promoter luciferase reporter, 24 h | Potency, µM (top dose mostly 9.22 µM), for the others: at the top dose activation, most hits filed as activators | 2.4% of 320,000 active;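 note: potency is the fitted concentration of half-maximal effect; % of control where 0% means no effect; nearly all actives have a fitted effect of over 60% in size; reporter is driven by a mutant NPC1 promoter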
#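 Luminescence read-out of NPC1 promoter-driven luciferase in stably transfected Huh7 cells; compounds delivered in DMSO and left 24 h at 37C, 5% CO2, qHTS titration format.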
# FLuc counter = firefly luciferase modulation, counter-screen for miR-21 project. AID 588342. P08659. Potency, µM (series often up to 57.5 µM), for inactives: top-dose activity change, negative = inhibition, usual class: inhibitors. 6.9% of 360,000 active. purified FLuc, Km substrates, luminescence inhibition;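 note: potency is the fitted concentration of half-maximal effect; plate controls were vehicle for no effect and reference inhibitor for full effect; nearly all actives have a fitted effect of over 55% in size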
# Target sequence (P08659 whole entry, looked up): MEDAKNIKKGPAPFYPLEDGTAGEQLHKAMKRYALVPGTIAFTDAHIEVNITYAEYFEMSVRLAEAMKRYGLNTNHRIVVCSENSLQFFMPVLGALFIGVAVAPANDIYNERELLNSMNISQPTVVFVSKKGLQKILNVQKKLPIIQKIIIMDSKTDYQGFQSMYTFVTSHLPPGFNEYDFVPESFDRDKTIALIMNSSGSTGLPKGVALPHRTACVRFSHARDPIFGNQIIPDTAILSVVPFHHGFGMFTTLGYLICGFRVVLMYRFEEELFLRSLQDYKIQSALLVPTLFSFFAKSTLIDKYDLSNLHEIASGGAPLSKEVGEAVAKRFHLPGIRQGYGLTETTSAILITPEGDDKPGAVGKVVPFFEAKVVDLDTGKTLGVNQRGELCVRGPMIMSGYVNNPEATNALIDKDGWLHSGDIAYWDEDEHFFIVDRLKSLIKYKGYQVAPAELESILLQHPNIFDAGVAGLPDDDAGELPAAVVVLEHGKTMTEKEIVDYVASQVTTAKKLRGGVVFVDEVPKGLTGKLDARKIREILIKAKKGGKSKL
#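 Purified P. pyralis luciferase, 10 nM final, with Km-level 10 uM D-luciferin and 10 uM ATP in 50 mM Tris acetate pH 7.5, 10 mM Mg acetate, 0.01% Tween-20, 0.05% BSA; 6-point qHTS titration about 60 µM downward; luminescence read.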
# Rab9 promoter act = activates the Rab9 promoter; Huh7 Rab9 promoter-luciferase reporter, luminescence, 24 h; Potency, µM (top dose mostly 9.22 µM), inactives show top-dose activation, negative = inhibition, hits mostly activators; 2.8% of 320,000 active; AID 485297; note: potency is the fitted concentration of half-maximal effect; % of control where 0% means no effect; nearly all actives have a fitted effect of over 60% in size
#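 Huh7 reporter line, Rab9 promoter upstream of luciferase. Compound exposure 24 h at 37 °C in reduced-serum medium with 10% FBS. Read-out: luminescence.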
# * hit, by the source's call; u = inconclusive; x = no result given; & = joins results of further samples. Unless noted, calls come from the whole dose curve; as a rule, active = well fitted curve in the direction sought with a large enough effect; inconclusive = small, poorly fitted or top-dose-only effect, or another doubt; inactive = no such curve, though single readings can be large; an effect the other way counts as inactive or inconclusive.
smiles | ELG1 genotox | BRCA1 expr up | p53 reactivator | RORgamma inh | TRPV1 ag | ELG1 repair inh | Gal4-VP16 FLuc | Tb PFK inh | NPC1 prom act | FLuc counter | Rab9 promoter act
COc1ccc(OCC(=O)Nn2c(-c3ccc(C)cc3)nc3ccccc3c2=O)cc1 | 0% | -11% | -7% | -37% | 3 | -1% | 6.3µM* | 3% | -3% | 2% | -4%
CCn1c2ccccc2c2nnc(SCc3ccc(C(=O)OC)o3)nc21 | -9% | -5% | 1% | u | -5 | u | 13µM* | 10% | -2% | 0% | 2%
Nc1ccc(Cc2ccc(N)c(C(=O)O)c2)cc1C(=O)O | -1% | -9% | -5% | 23% | -3 | 14% | -10% | 6% | 0% | 2% | 0%
Cn1c(NC(=O)c2cccs2)cc(=O)n(C)c1=O | 2% | 3% | 3% | 8% | 0 | 0% | 0% | -2% | -1% | 4% | -1%
CN(C(=O)c1ccco1)c1nc(-c2ccc(F)cc2)cs1 | u | 4.5µM* | x | -9% | u | u | -3% | 1% | 3.5µM* | 2.7µM* | 2.8µM*
O=C1CCCN1CC(O)CS(=O)(=O)Cc1ccccc1Cl (centres undefined) | -3% | -13% | -4% | 5% | -1 | u | 2% | -14% | 0% | 2% | 0%
Cc1cccc2cc(CN(C(=O)c3cnccn3)C3CCCCC3)c(Cl)nc12 | -5% | -39% | -6% | -29% | u | -3% | 1% | 0% | 1% | 0% | 1%
Nc1cccc(CN2CCCC2)c1 | 0% | -8% | 0% | 1% | 3 | -12% | 2% | -1% | 0% | -1% | 1%
CO/N=C/c1ccc(Sc2ccccc2)c([N+](=O)[O-])c1 | -1% | 3% | 0% | 23% | 2 | 10% | 10% | 3% | 0% | -2% | -1%
Nc1nonc1-n1nnc(C(=O)N/N=C/c2ccccc2Cl)c1-c1ccccc1 | 0% | -19% | -3% | 8% | 0 | 3% | 3% | 0% | 2% | -1% | -1%
Cc1cc(C)n2nc(CNS(=O)(=O)c3ccc(F)cc3)nc2n1 | 6% | 2% | 13% | -10% | -1 | 10% | 5% | -2% | 1% | -1%&1% | 2%
Cc1cc(C)cc(N(C(=O)c2ccccn2)C(C(=O)NC2CCCCC2)c2ccncc2)c1 (centres undefined) | 1% | -8% | 1% | 9% | 0 | -2% | 1% | -4% | 1% | 0% | 8%
CCCCOC(=O)Nc1ccc(C(N)=O)cc1 | 23µM* | u | 9% | u | 12 | u | -6% | 0% | u | 15µM* | u
CCOc1ccc(S(=O)(=O)N2CCN(CCNS(=O)(=O)c3ccc(C)cc3)CC2)cc1 | 1% | -11% | 7% | x | -2 | -13% | x | 2% | 3% | 8% | -2%
COC(=O)[C@@]12CCCN1[C@H](c1ccc(-c3ccc(OC)cc3)c(OC)c1)[C@H]1C(=O)N(C)C(=O)[C@H]12 | 0% | -8% | -10% | x | 10 | -19% | x | -4% | -1% | -2% | -3%
CCOC(=O)c1cc(S(=O)(=O)N2CCN(c3ccccc3OC)CC2)cn1C | -5% | -1% | -11% | 8% | 2 | -19% | 1% | 0% | 2% | 3% | -6%
Cc1cccc(OCC(=O)NNS(=O)(=O)c2ccccc2F)c1 | -6% | -27% | -2% | -13% | -2 | -18% | -10% | -4% | 1% | -1% | 0%
O=C(Nc1ccc(F)cc1)C1CCC(CNc2c(N3CCCCC3)c(=O)c2=O)CC1 (centres undefined) | -3% | -12% | -6% | 14% | 0 | 0% | 1% | 3% | -2% | 5% | 0%
Cc1ccc(OCC(=O)Nc2ccc3c(c2)C(=O)NC3=O)cc1 | -3% | 0% | 1% | -21% | u | 5% | -6% | -8% | 1% | -8% | -1%
Cc1oc(-c2ccc(Cl)cc2)nc1CN1CCC(C(=O)N2CCN(Cc3ccccc3)CC2)CC1 | -8% | -39% | 4% | -9% | 1 | u | -3% | 3% | -3% | 1% | -7%
COc1cccc(-c2c(NC(=O)c3ccco3)oc3ccc(Cl)cc3c2=O)c1 | -1% | -22% | 12% | -19% | 5 | 5% | 0% | 0% | -1% | -5% | -1%
COc1ccc(NS(=O)(=O)c2ccc3c(c2)N(C(C)=O)CCS3)cc1 | -4% | -13% | -4% | 2% | 3 | u | 2% | 2% | -1% | 1% | -4%
C/C(=N\S(=O)(=O)c1ccc(C)cc1)N1CCN(S(=O)(=O)c2ccccc2)C1C(C)C (centres undefined) | -9% | 9% | 2% | 12% | -2 | -19% | 7% | -1% | 5% | 1% | -6%
CC(=O)NC(CC(=O)Nc1ccc(S(=O)(=O)NC2=NCCCCC2)cc1)c1ccccc1 (centres undefined) | 0% | -2% | -3% | x | 2 | 18% | x | 3% | 1% | 2% | 2%
S=C(NCc1cccs1)Nc1cccc(Cl)c1Cl | 6% | 13% | u | 10µM* | u | 6% | 8.9µM* | 3% | 1% | -10% | 3%
O=S(=O)(Nc1cccc(-c2cn3cccnc3n2)c1)c1ccccc1 | 11% | -13% | -12% | 22% | 4 | 22% | -12% | -1% | 5% | -9% | -7%
CC(=O)O[C@]1(C(C)=O)CCC2C3CCC4=C/C(=N/OCC(=O)O)CC[C@]4(C)C3CC[C@@]21C (some centres undefined) | 3% | -6% | 0% | -28% | 1 | 2% | -9% | -9% | 4% | 3% | 2%
CCOCCCNCC(=O)NCC1CCCCC1 | 0% | -2% | -1% | -1% | 6 | 3% | 0% | 1% | -4% | -1% | -1%
Cn1c(O)c(C=NC(CC(N)=O)C(=O)O)c(=O)n(C)c1=O (centres undefined) | -1% | x | 1% | -1% | -1 | 1% | 0% | 0% | -6% | -1% | -3%
Cc1nc(C(F)(F)F)ccc1C(=O)Nc1ccccc1F | -4% | 29% | 5% | 29% | 13 | 13% | 8% | 1% | 1% | 5% | -1%
S=c1[nH]nc(-c2cc(-c3ccccc3)n[nH]2)n1/N=C/c1ccc(Cl)cc1 | 3% | 8% | 4% | u | x | 0% | u | -1% | -1% | -13% | -3%
O=C(NCCCn1ccnc1)/C(=C/c1ccco1)NC(=O)c1cccs1 | 23% | 13% | -4% | 0% | -1 | 10% | 4% | -2% | 0% | -1% | -4%
CCn1cnc2cc(NCc3nc4ccccc4n3Cc3ccccc3)ccc21 | u | u | x | -5% | -3 | u | u | -4% | 3.5µM* | 5.4µM* | 2.8µM*
CC(=O)N1CCN(c2ccc(NC(=O)c3ccc(Cl)c([N+](=O)[O-])c3)cc2)CC1 | -2% | -27% | -1% | 14% | 26 | -13% | 6% | u | -6% | 6% | -9%
COc1ccccc1C(=O)NC(=O)COC(=O)c1nc2nc(C)cc(C)n2n1 | -7% | -11% | 5% | x | 0 | u | x | 4% | 0% | 1% | 0%
Cc1cccc(-n2cnc(C(=O)NNC(=S)Nc3ccccc3)c2)n1 | -9% | 2% | 0% | -7% | -1 | u | -16% | 1% | -2% | -17% | 3%
COC(=O)CCCC1=CC2=C(c3ccccc3)C(=O)C(C)(OC(=O)C3CCCC3)C(=O)C2=CN1CCc1c[nH]c2ccccc12 (centres undefined) | -2% | 0% | -1% | 9% | 7 | -20% | 1% | -10% | 0% | -2% | -3%
COc1ccc(C2C(C#N)=C(N)Oc3cc(C)[nH]c(=O)c32)cc1OC (centres undefined) | -3% | -14% | 0% | 1% | 2 | 6% | -1% | -2% | -2% | 0% | -2%
CC/C(=N/Nc1ccc(Cl)cc1)c1cnnc(SC)n1 | 1% | -42% | -2% | 17% | -2 | 15% | 0% | -3% | 13% | 5% | -1%
COc1cccc(NC(=S)NNC(=O)c2ccccc2OC(F)F)c1 | -2% | 8% | -4% | u | 0 | -6% | -8% | -1% | 1% | u | 0%
CC(=O)N(c1nnc(-c2ccc(C)cc2)s1)C1CCCC1 | u | 11µM* | x | x | 26 | u | x | 0% | 0% | 13µM* | u
CCOC(=O)c1c(NC(=O)C2CC=CCC2C(=O)O)sc(C)c1CC (centres undefined) | 1% | 3% | -4% | -21% | 0 | -2% | -3% | 3% | -7% | u | -3%
C[C@@H]1CC=C[C@H]2[C@H]1C(=O)N(Cc1ccccc1)[C@H]2c1ccc(F)c(Br)c1 | -1% | x | -12% | u | u | 3% | u | 4% | -4% | 2% | -14%
CC(C)(C)c1ccc(C(=O)Nc2ccc(O)c3c(=O)cc(-c4ccccc4Cl)oc23)cc1 | 2% | -14% | -1% | 1%&-27% | 5 | 0% | -3%&-13% | 1% | 0% | 5% | 3%
CC1Cc2ccccc2N1C(=O)CSc1nc(-c2ccccc2)cs1 (centres undefined) | 1% | 2% | 3% | 33% | 0 | -3% | 1% | -1% | 1% | -19% | -4%
CCOc1ccc(-c2nnc(N)o2)cc1 | 12% | 74% | -1% | -20% | 2 | u | 0% | -6% | 9% | u | 7%
COc1ccc(O)c(C(=O)c2cnc3c(c2)c(C)nn3CCO)c1 | 6% | 17% | 6% | -2% | 2 | -2% | 7% | -3% | -3% | 0% | 3%
